Assay outcomes as filed in PubChem BioAssay.
NPYLR7 ag: mosquito NPYLR7 agonism. HEK293T NPYLR7/Galpha15, GCaMP6s calcium fluorescence. activation, % at 10 µM. 270,000 tested, 0.15% active. AID 1259423; in the data active = activation above about 40%;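 note: 0% = vehicle and 100% = reference agonist at the receptor; some compounds past the cut are filed as inactive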
mcGAS inh: mouse cGAS inhibition by luminescence; AID 1259399; recombinant cGAS, Kinase-Glo ATP depletion luminescence; inhibition, % at 12.5 µM; Q8C6L5; 160,000 tested, 0.15% active;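 note: 0% = negative control wells and 100% = reference inhibitor with no enzyme activity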
hcGAS lum: blocks human cGAS activity | recombinant h-cGAS, ATP depletion, Kinase-Glo luminescence | 290,000 tested, 0.081% active | Q8N884 | inhibition, % at 12.5 µM | AID 1259398;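 note: 0% = vehicle reaction and 100% = reaction without DNA for no activity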
Target sequence (Q8N884 whole entry, looked up): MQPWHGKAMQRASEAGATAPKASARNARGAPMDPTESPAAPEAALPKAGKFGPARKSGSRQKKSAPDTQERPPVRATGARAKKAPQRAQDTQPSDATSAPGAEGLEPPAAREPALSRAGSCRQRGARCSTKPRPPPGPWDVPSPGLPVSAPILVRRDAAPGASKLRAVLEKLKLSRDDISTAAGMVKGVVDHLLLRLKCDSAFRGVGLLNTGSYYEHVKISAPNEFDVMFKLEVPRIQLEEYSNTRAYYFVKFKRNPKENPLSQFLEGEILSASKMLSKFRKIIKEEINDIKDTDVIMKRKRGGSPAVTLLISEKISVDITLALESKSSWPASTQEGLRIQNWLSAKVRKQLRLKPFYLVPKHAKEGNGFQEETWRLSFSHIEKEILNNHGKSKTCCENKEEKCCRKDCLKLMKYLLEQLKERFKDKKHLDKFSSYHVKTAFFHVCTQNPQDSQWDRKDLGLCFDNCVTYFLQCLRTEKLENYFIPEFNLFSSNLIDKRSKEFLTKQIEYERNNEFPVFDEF
* = called active by the depositor; / = no result given; & = joins results of further samples. Cut-off read from the data, not from the text of the source, unless noted: active = inhibition above about 40%; inactive = the rest.

The line under a structure holds: NPYLR7 ag, hcGAS lum, mcGAS inh
Cc1c[nH]c(CN2CCC(=O)N(CC3CC3)C(C(C)C)C2)c(C)c1=O (stereo unspecified)
    0, -5, -13
O=C(c1ccc(Cl)cc1)N1CCSC12CCN(S(=O)(=O)c1ccc(F)cc1)CC2
    -5, -15, -5
COc1ccc(/C=N\NC(=O)c2ccncc2)c(C(=O)O)c1OC
    -17&-19, -4&0, /
COC(=O)c1cc(OC(=O)C=Cc2cc(OC)c3c(c2)OCCO3)cc(C(=O)OC)c1
    -1, -12, /
CCn1nc(CO)c2c1CCN(c1nccc(C3CCCC3)n1)C2
    1, 3, /
NC(=O)C(OC(=O)C1(CC(=O)N2CCOCC2)CCCC1)c1ccccc1 (stereo unspecified)
    0, -6, /
CC(C)c1nnsc1CN1CCC2(C1)CN(C)C(=O)O2 (stereo unspecified)
    5, -6, /
Cc1cc(C)c2[nH]c(=O)c(-c3c(-c4ccccc4)ncn3C3CCNC3)cc2c1 (stereo unspecified)
    9, 1, /
CC1CN(c2cc(Cl)nc(SCC(=O)NCc3ccccn3)n2)CCN1C(=O)C1CCCCC1 (stereo unspecified)
    7, -7, -5
CN(CCNC(=O)CSCc1ccccc1Cl)S(C)(=O)=O
    -3, -3, -13
CCOc1ccccc1C(=O)N1CCc2cc(OC)c(OC)cc2C1c1cccc(Cl)c1 (stereo unspecified)
    -2, -7, -8
COc1cc(NC(=O)Cn2nc([N+](=O)[O-])cc2C)cc([N+](=O)[O-])c1
    -4, -4, -7
CC(C)c1c(C(=O)NCc2ccco2)c(C2CC2)nn1-c1ccc(F)cc1
    18, -5, -7
CCOC(=O)C(=O)N[C@H]1[C@H](OC(C)=O)[C@@H]2O[C@H]1c1ccccc12
    1, 7, -2
CC(C)c1ccc(-c2c(NC(C)(C)C)c(=O)c2=O)cc1
    8, -4, /
Cc1ccc(N2CCCC2)c(C(=O)N(C)CC(=O)NC(C)C)c1
    5, -16, /
COCC(C)NCCc1csc(-c2ccncc2)n1 (stereo unspecified)
    6, -5, -17
CNC(=O)Nc1cn(CCOC)c2ccccc12
    12, -10, /
CC1CC(C)CN(S(=O)(=O)c2ccc(Cl)c(C(=O)O)c2)C1 (stereo unspecified)
    -29, -1, /
Cc1cccc(C)c1Cn1c(C)c(C(=O)NCc2cccs2)sc1=O
    14, -4, /

Brought forward from above: three entries, followed by the next part.
The line under a structure holds: NPYLR7 ag, hcGAS lum, mcGAS inh
CNC(=O)Nc1cn(CCOC)c2ccccc12
    12, -10, /
CC1CC(C)CN(S(=O)(=O)c2ccc(Cl)c(C(=O)O)c2)C1 (stereo unspecified)
    -29, -1, /
Cc1cccc(C)c1Cn1c(C)c(C(=O)NCc2cccs2)sc1=O
    14, -4, /
CCOC(=O)c1[nH]c(C)c(C(=O)C(C)N(C(=O)c2ccccc2F)C(C)C)c1C (stereo unspecified)
    -3, -9, -6
CCS(=O)(=O)c1ccc(-c2ccc(NS(=O)(=O)c3cc(C)ccc3C)cc2)nn1
    11, -12, -8
Cn1ccnc1C(=O)NC1COC2(CCCCC2)C1 (stereo unspecified)
    /, -7, 0
CCCCCOc1ccc(C(=O)NCCc2cccc(OC)c2)cc1OCCCCC
    -1, -3, -5
C=CCNC(N)SCCCCSC(N)NCC=C (stereo unspecified)
    -3, 11, /
COc1cc(C(C)=O)ccc1OCC(=O)NCCn1nc(-c2cccs2)ccc1=O
    0, -5, -8
CCCCCCCOc1ccc(NC(=O)N2CCC[C@H]2C(=O)N2CCC(C(=O)Nc3ccc(OC)cc3)CC2)cc1
    10, 1, -3
O=C(/C=C/c1ccccc1)N(Cc1ccncc1)c1nc2ccc(F)cc2s1
    -1, -8, -9
Cc1nn(-c2ccccc2)c(Oc2ccc(F)cc2F)c1CN(CC(O)CN1CCOCC1)CC1CC1 (stereo unspecified)
    7, -6, -6
CC1=C[C@@H](CNC(=O)CC(C)(C)CC(=O)O)[C@H](C(C)C)C[C@H]1CC(=O)N(C)Cc1ccccc1
    -9, -5, -5
CC(=O)Nc1ccc(S(=O)(=O)c2c(N)n(-c3cccc(C)c3)c3nc4ccccc4nc23)cc1
    -5, -6, -7
COc1cc(C=CC(=O)N2CCN(Cc3ccc(C(F)(F)F)cc3)CC2)cc2c1OCCO2
    3, -1, -8
O=C(CNCCn1nnc2ccccc21)Nc1ccc(Cl)cc1F
    /, -8, -12
COCCN(Cc1c(-c2ccccc2)nn(C)c1Oc1ccccc1OC)CC(C)O (stereo unspecified)
    -6, 4, 0
O=C(O)c1ccc(CN2CCN(c3nccc4ccccc34)CC2)cc1
    20, -4, -7
NCCC(=O)N[C@@H](Cc1cnc[nH]1)C(=O)O
    -6, -5, /
CCCCN(CC(=O)N1c2ccccc2-n2cccc2C1c1ccc(OC)cc1)C(=O)Nc1ccc(F)c(Cl)c1 (stereo unspecified)
    -11, 15, 1
O=C(c1ccccc1OCc1ccccc1)C1OC1c1ccc2c(c1)OCCO2 (stereo unspecified)
    -3, -5, -5
C/C=C/C(=O)NC1CCc2[nH]c3ccc(Br)cc3c2C1 (stereo unspecified)
    16, -4, -4
CN1CCc2cc(C(CNC(=O)c3ccco3)N3CCOCC3)ccc21 (stereo unspecified)
    7, -3, /
Fc1ccccc1-c1nnc(SCc2ccc(Cl)cc2)n1-c1ccccc1
    /, -7, -4
Cc1ccc(O)c(NC(=O)Cn2nc([N+](=O)[O-])c(Br)c2C)c1
    -19, 0, -6
O=S(=O)(c1cccc(Cl)c1Cl)N1CCN(c2nc3nccc(-c4cccs4)n3n2)CC1
    /, -3, -6
CCCN1CC(NC(=O)c2nnc3n2CCCC3)CC1=O (stereo unspecified)
    -5, -4, -4
CC(C)Oc1cccc(Nc2cc(C3(C(=O)NCC4CCCO4)CC3)ccn2)c1 (stereo unspecified)
    13, -4, -8
Cc1cc(C)nc(Sc2ncnc3sc(C)c(C)c23)n1
    1, -1, 0
COc1ccc(CCN(Cc2cccs2)C(=O)CN(C(=O)c2ccc(Cl)cc2)C(C)C)cc1OC
    /, -12, -5
CN(c1ncccc1CNCc1ccc2c(c1)CCO2)C1CCCCC1
    2, -14, /
Cc1cccc(C(=O)N2CCCC(OCc3ccc(F)c(F)c3)C2)c1 (stereo unspecified)
    -3, 4, /
CCCCCC1C(=O)CCC1CC(=O)O (stereo unspecified)
    -13, -2, -3
O=C(NCc1ccc(-n2cncn2)cc1)c1scc2c1OCCO2
    7, -3, /
COCc1c(C(=O)OC)nnn1-c1nonc1N
    4, -8, /
COc1cc(C2C(C(=O)OCCc3ccccc3)=C(C)NC3=C2C(=O)CC(c2ccccc2)C3)ccc1O (stereo unspecified)
    4, -4, -7
CCC(c1ccc(F)cc1F)N1CCCC(C(=O)Nc2ncccc2C)C1 (stereo unspecified)
    4, -5, -12
COc1ccc(-n2ccnc2CN2CCC(NS(C)(=O)=O)CC2)cc1
    -4, -5, /
O=C(NCCNC(=O)[C@H]1CCCN1C(=O)c1cc(Cl)cc(Cl)c1)c1ccc(F)cc1
    -11, -3, -6
CC1=C(C(=O)Nc2ccccc2C)C(c2ccccc2O)NC(=O)N1 (stereo unspecified)
    -2, 2, -2
CCOC(=O)C1(C)CCCN1C(=O)c1ccoc1 (stereo unspecified)
    -3, -18, /
COc1ccc(CN2CCC(c3ccccc3Cl)C2)cc1C(=O)O (stereo unspecified)
    -2, -1, /
COCCN(Cc1cccc(OS(=O)(=O)c2ccc(F)cc2)c1)C(=O)c1ccccc1Cl
    -3, -5, -3
O=C1c2ccccc2C(=O)N1Cn1nnn(-c2ccccc2)c1=O
    11, -5, /
CC(C)Cc1ncc2c(n1)CN(C(=O)Cc1cccnc1)C2
    7, -8, /
CCOc1ccccc1CN1CCN(C2CCOCC2)CC1CCO (stereo unspecified)
    2, 0, /
O=C(c1ccc(-c2ccccc2)cc1)C1CCCN(C(=O)c2ccsc2)C1 (stereo unspecified)
    -2&14, -6&-11, -9
N#Cc1ccc(C(=O)NC2(c3ccc(Br)cc3)CC2)cc1
    0, -1, -6
Nc1cnc(-c2cccc3cccnc23)cn1
    -4, 6, -7
CC(C)(C)C(=O)Nc1ccnn1C1CCN(C(=O)CC2=CCCCC2)CC1
    5&3, -7&-3, -4
O=C(CCC1CCCC1)Nc1c(-c2cc(F)ccc2F)nc2ccccn12
    -10, -2, -5
Cc1ccc(NC(=O)CNCc2scnc2-c2ccccc2)c(C)c1
    2, -6, /
CCOC(=O)C1CCCN(C(=O)c2nn(-c3ccc(C(C)C)cc3)c(=O)n(Cc3ccccc3C)c2=O)C1 (stereo unspecified)
    -3, -2, 0
CC(C)CC(=O)N1CCN(c2nc(Cc3ccc(F)cc3)ns2)CC1
    14, -6, -6
CC(=O)N(c1ccccc1)N1C(=O)CSC1=S
    1, -4, /
CCCCCCCCC(=O)N1CCC2(CC1)C(=O)N(CC(=O)NCC1CCCO1)CN2c1ccccc1 (stereo unspecified)
    -3, -3, -2
Cc1sc2nc(-c3cccs3)oc(=O)c2c1C
    17&19, -16&-2, -5
CC1CCN(C(=O)c2cc(NC(=O)c3ccc(F)cc3)c(=O)n(C)c2)CC1
    3, -3, -6
O=c1ccn(Cc2csc(-c3ccc(F)cc3)n2)c(Cl)c1
    15, -11, /
Cc1cccc(N2CCN(c3c4c(nc5ncnn35)CCCC4)CC2C)c1 (stereo unspecified)
    /, 7, 3
Cc1c(CNC(C)Cn2cccn2)c2ccccc2n1CC(N)=O (stereo unspecified)
    1, -3, -8
COc1ccccc1-c1ccc(N2CCCC(C(=O)Nc3ncccc3C)C2)nn1 (stereo unspecified)
    -12, -8, -8
O=c1nc(SCc2cccc3ccccc23)c2c(n1CCO)CCCC2
    -13, -8, -8

Remaining list, next part
The line under a structure holds: NPYLR7 ag, hcGAS lum, mcGAS inh
Cc1ccc(-c2cc(C(=O)N3CCN(C/C=C/c4ccccc4)CC3)n(C)n2)cc1C
    -1, 9, 1
OCC1(CCCc2ccccc2)CCN(C2CCSCC2)CC1
    13, -3, -4
CCOc1ccc(C2c3cccn3CCCN2Cc2ccc(OC)c(OC)c2)cc1 (stereo unspecified)
    18, -8, -6
O=C(c1cc2cc(Cl)ccc2oc1=O)N1CCN(Cc2ccccc2)CC1
    -1, -2, -1
Clc1ccc(Cc2nc(CSc3nc4ccccc4s3)cs2)cc1Cl
    2, -4, -7
CC(=O)NCCCN(C)C(=O)c1sc(Cc2ccccc2)nc1C
    5, -1, /
O=C(CCn1ccccc1=O)Nc1n[nH]c(-c2cccc(Cl)c2)n1
    6, -3, /
Cc1ncc(CSc2ccccc2S(C)(=O)=O)s1
    4, -5, -16
CC(C)N1CCN(Cc2ccc(C#CCCO)cc2)CC1CCO (stereo unspecified)
    3, -9, -12
Cc1nc2scc(C)n2c(=O)c1NC(=O)c1ccccn1
    6, 0, 0
COc1ccc(C(=O)N2C[C@H]3CC=CC[C@H]3C2)o1
    3, -1, -9
CCn1nc(CNC(=O)c2cn[nH]n2)c2ccccc21
    0, -1, -10
O=C(O)[C@H]1C[C@H](C(=O)NC2CC2)CN(Cc2ccc(-c3ccn[nH]3)s2)C1
    1, -3, /
O=C(C1CCCN(Cc2ccco2)C1)N(CC#Cc1ccccc1)C1CC1 (stereo unspecified)
    7, -3, /
Cc1ccccc1SCC(=O)N1CCNCC1C(=O)NC1CC1 (stereo unspecified)
    0, -5, -11
CC(C)NC(=O)CN1CCN(c2cc(Oc3ccccc3F)ncn2)CC1
    -6, -4, -10
O=C(Cn1nc2ccccn2c1=O)Nc1cc(-c2ccc(Br)cc2)ncn1
    0, -6, /
CN(CC(=O)NCc1ccco1)C(=O)CCN1C(=O)NC(C)(C)C1=O
    8, -6, /
O=C(c1cccc(N2CCNC2=O)c1)N1CCOC2(CNCCOC2)C1 (stereo unspecified)
    -3, -4, /
O=C(CCc1nnc(CCC2CCCCC2)o1)N1CCN(c2ncccn2)CC1
    3, -3, -4

As entered above.
Under hcGAS lum, CCOC(=O)C(=O)N[C@H]1[C@H](OC(C)=O)[C@@H]2O[C@H]1c1ccccc12 is entered as 7
Under NPYLR7 ag, CCn1nc(CO)c2c1CCN(c1nccc(C3CCCC3)n1)C2 is entered as 1
Under hcGAS lum, CC(C)NC(=O)CN1CCN(c2cc(Oc3ccccc3F)ncn2)CC1 is entered as -4
Under NPYLR7 ag, COC(=O)c1cc(OC(=O)C=Cc2cc(OC)c3c(c2)OCCO3)cc(C(=O)OC)c1 is entered as -1
Under NPYLR7 ag, Cc1sc2nc(-c3cccs3)oc(=O)c2c1C is entered as 17&19
Under NPYLR7 ag, CCOc1ccccc1C(=O)N1CCc2cc(OC)c(OC)cc2C1c1cccc(Cl)c1 (stereo unspecified) is entered as -2
Under NPYLR7 ag, O=C(c1ccc(Cl)cc1)N1CCSC12CCN(S(=O)(=O)c1ccc(F)cc1)CC2 is entered as -5

(cont.)
The line under a structure holds: NPYLR7 ag, hcGAS lum, mcGAS inh
COc1nc(-c2ccc(Cl)c(Cl)c2)n(-c2cccc(NC(=O)c3ccc(C(F)(F)F)cc3)c2)n1
    -2, -5, -3
CC(C)(C)c1nn2cnnc2n(/N=C\c2c3ccccc3cc3ccccc23)c1=O
    5, -5, /
c1ccc2c(c1)nc(N1CCN(C3CCCCC3)CC1)c1nnnn12
    22, -1, /
COc1ccccc1-n1c(SC)nc2c(c1=O)SCC2
    -1, -3, /
CC1(C(=O)NS(=O)(=O)c2ccccc2OC(F)(F)F)CCN1C(=O)C1CC1 (stereo unspecified)
    -2, -9, /
COc1ncccc1C(=O)N1C[C@H](O)[C@@H](N2CCOCC2)C1
    8, -6, /
COc1cccc(C(=O)NC(=NCCN2CCCCC2)OC(C)C)c1
    18, -6, -6
Cc1nnc(SCCCNC(=O)c2coc3c2C(=O)CCC3)s1
    4, -8, -9
CC(C)NC(=O)NCCc1ccc(NC(=O)c2ccc(Br)cc2)cc1
    -4, -6, -7
